Peg3 promoter: Peg3 promoter activity inhibition; HeLa PEG-Prom luciferase reporter, luminescence, overnight; inhibition, % at 20 µM; actives 1.7% (n = 360,000); AID 588405;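 active means inhibition of at least 50% at 20 µM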
HIF-2a block: inhibitors of HIF-2a; 786-0 RCC cells HIF-2a reporter, luciferase luminescence, overnight; inhibition, % at 18.8 µM; actives 0.72% (n = 360,000);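 active means inhibition of the luminescence signal of 40% or more relative to plate controls, in a single-dose primary screen at 18.75 µM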
MITF TRPM1 inh: MITF TRPM1 promoter inhibition in SK-MEL-5 cells. SK-MEL-5 TRPM1 promoter luciferase, 24 h. inhibition, % at 12.5 µM. actives 0.83% (n = 330,000). AID 488899;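 active means mean inhibition across replicates of 60% or more, whatever share of single replicates reaches that level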; further: values of inactives mirror those of a sister screen read the other way
Shn3 3UTR inh: Schnurri-3 reporter inhibition in Clone20 osteoblasts. Clone20 osteoblast Shn3 3'UTR firefly luciferase, 24 h. AID 588674. actives 0.52% (n = 360,000). inhibition, % at 12.5 µM;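 active means mean inhibition of at least 75% with every replicate also reaching 75%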;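 further: 0% = median of neutral control wells and 100% = pilot-screen positive control compound; some compounds past the cut are filed as inactive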
hiPSC survival: enhancers of human iPSC single-cell survival. AID 602274. hiPSC single-cell survival, ATPlite luminescence; 100% = ROCK inhibitor wells, 0% = DMSO. survival enhancement, % at 20 µM. actives 0.044% (n = 360,000); in the data active means survival enhancement above about 18%;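 further: cells exposed to compounds for 16 hours before the ATP read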
KKLEB cytotox: reduces viability of KKLEB cystic fibrosis airway cells. AID 602141. activity change (cytotoxicity), % at 5 µM. KKLEB CF airway cells viability, ATPlite luminescence, overnight; active compounds read low; cells stimulated with P. aeruginosa culture filtrate. actives 0.36% (n = 360,000);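 active means corrected activity change at or below -50% at 5 µM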
EBV LMP1 NFkB: reduces LMP1-driven NF-kappaB luciferase signal. LMP1-induced NF-kappaB luciferase reporter cells, luminescence. inhibition, % at 12.5 µM. actives 0.69% (n = 350,000). AID 504558; in the data active means inhibition above about 41%;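 further: 0% = neutral control wells and 100% = reference inhibitor control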
NR2E3 ag-1: human photoreceptor-specific nuclear receptor agonism; Q9Y5X4; CHO-S Gal4-NCOR/VP16-NR2E3 two-hybrid, luciferase; inhibition of corepressor binding, % at 3.98 µM; actives 0.35% (n = 360,000); AID 602229;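 active means inhibition above the mean of all tested compounds plus 3 SD, cut at about 70% in these data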;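 further: 0% = DMSO with NR2E3 transfected cells and 100% = cells lacking NR2E3 construct; higher means lower luciferase signal from less NR2E3 corepressor binding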
Target sequence (Q9Y5X4 whole entry, looked up, the tested form may be a part): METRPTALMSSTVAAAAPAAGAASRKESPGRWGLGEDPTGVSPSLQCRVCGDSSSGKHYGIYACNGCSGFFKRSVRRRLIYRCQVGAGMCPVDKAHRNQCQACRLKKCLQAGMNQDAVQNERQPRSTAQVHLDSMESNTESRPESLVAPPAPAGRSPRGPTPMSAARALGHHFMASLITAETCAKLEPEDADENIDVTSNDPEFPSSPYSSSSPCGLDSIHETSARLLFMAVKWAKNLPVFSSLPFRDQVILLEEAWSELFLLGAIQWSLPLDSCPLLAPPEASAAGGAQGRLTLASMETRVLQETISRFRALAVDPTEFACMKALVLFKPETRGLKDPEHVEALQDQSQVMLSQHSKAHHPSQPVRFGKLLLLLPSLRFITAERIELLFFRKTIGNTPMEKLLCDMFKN
NR2E3 ag-2: agonists of human nuclear receptor NR2E3. Q9Y5X4. actives 0.12% (n = 320,000). inhibition of corepressor binding, % at 4.78 µM. AID 2300. GST-NR2E3/biotin-RetCOR TR-FRET, 1536-well;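 active means percent inhibition above the cutoff of mean plus 3 SD of all tested compounds, set per screening campaign, cut at about 20% in these data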;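 further: 0% = DMSO wells and 100% = biotin wells as full block of FRET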
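System: GST-NR2E3 and biotin-RetCOR proteins; probe or stimulus: 7 nM biotin-RetCOR; doses: compound at 4.8 µM, single dose; schedule: Compound–protein incubation for 5 h at 4 °C; detection: time-resolved FRET; read-out: percent inhibition; controls: biotin wells as high control, 0.6% DMSO wells as low control; format: 1536-well plates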
C8 TRAIL sens: sensitizes caspase-8 expressing cells to TRAIL | NB7+C8 cells + TRAIL, ATPlite viability luminescence | inhibition (viability loss, TRAIL sensitization), % at 10 µM | actives 1% (n = 360,000);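 active means compounds causing at least 50% loss of cell viability in the single-dose screen, relative to plate controls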
CF NFkB inh: cystic fibrosis NF-kB activation inhibition; KKLEB NF-kB-GFP reporter, PAF-induced, GFP fluorescence overnight; inhibition, % at 5 µM; actives 0.86% (n = 360,000); AID 588850;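 active means at least 50% inhibition at 5 µM, scaled per plate between neutral and stimulator controls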;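 further: PAF is a Pseudomonas aeruginosa culture filtrate used as stimulus; plate controls were PAF-stimulated DMSO wells for no effect and unstimulated DMSO wells for full effect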
An asterisk follows results filed as active; x = no result given.

no.	smiles	Peg3 promoter	HIF-2a block	MITF TRPM1 inh	Shn3 3UTR inh	hiPSC survival	KKLEB cytotox	EBV LMP1 NFkB	NR2E3 ag-1	NR2E3 ag-2	C8 TRAIL sens	CF NFkB inh
1	COc1ccc(-c2cc(NC=O)c3ncc(-c4cccc(C(=O)NCCN(C)C)c4)n3c2)c(OC)c1	-1	13	x	0	-4.3	-20	x	-29	x	24	7
2	C/C(CC(=O)Nc1ccc2c(c1)OCCO2)=N\NC(=O)Cc1ccccc1	-1	11	1	-3	-0.2	9	6	-47	-5	-16	-2
3	O=C(C1CCCN(S(=O)(=O)c2ccc(Br)s2)C1)N1CCCCCC1 (stereo unspecified)	6	5	0	13	2.5	1	-1	-7	2	0	-14
4	CCc1nc(SCC(=O)Nc2ccc([N+](=O)[O-])cc2)n[nH]1	9	2	-1	-7	-0.3	-6	-10	-25	1	-8	1
5	O=C(c1ccc(-c2ccccc2Cl)o1)N1CCN(S(=O)(=O)c2cccs2)CC1	-128	-279	-84	-87	0.3	-4	1	-18	5	4	25
6	C=C(C)Cc1c(C)c(C#N)c2[nH]c3ccccc3n2c1=O	31	-8	3	13	-0.6	-17	6	-14	-3	2	11
7	Cc1cccc(-c2noc(-c3ccc(F)cc3)n2)c1	-306	-204	-17	-40	-1.2	2	-4	-62	-1	27	-5
8	COc1ccccc1N1CCN(S(=O)(=O)CCNC(=O)c2ccccc2Br)CC1	19	10	-6	12	-0.3	7	-6	14	-3	-24	5
9	CC[C@]12c3[nH]c4cc(-c5ccco5)ccc4c3CCN1C(=O)[C@@H](CC(=O)NCCc1ccccn1)C[C@@H]2C(=O)N1CCN(C(=O)c2ccco2)CC1	4	14	2	-1	8.3	-10	3	-14	x	10	-11
10	O=C(Nc1nnc(-c2ccco2)o1)c1ccc(Br)s1	-18	-4	x	-19	3.7	18	1	-1	x	26	-35
11	c1ccc(Cn2nnnc2-c2ccco2)cc1	12	9	-4	12	0.5	-6	8	22	1	4	20
12	Nc1c(-c2ccccc2)c(CSc2nc3ccccc3[nH]2)nn1-c1ccc(C(=O)O)cc1	12	5	10	-9	-0.8	-1	4	-15	2	-2	1
13	Cc1cccc(C)c1NC(=S)N(C)CCc1ccccn1	2	11	-4	12	4.6	6	-10	-1	1	-6	12
14	Cc1cc(S(=O)(=O)NCC(C)C)ccc1OCC(=O)NCC1CCCO1 (stereo unspecified)	11	20	5	1	-1.2	-16	-4	-28	-3	-10	8
15	COc1cc(OC)cc(C(=O)Nc2ccccc2C(=O)NC2CC2)c1	29	-4	-1	7	0.2	-11	-11	-8	2	9	-6
16	O=C1CN(c2ccc(Cl)cc2)C2(CCCCC2)S1	4	17	-5	-7	0.4	3	2	10	0	23	-19
17	Cc1noc(C)c1CSc1nnc(-c2ccccc2F)n1CCc1ccccc1	16	18	4	-5	1.7	2	4	2	-2	-2	1
18	NC(CC(=O)O)c1ccc(Br)cc1 (stereo unspecified)	10	17	-9	-1	0.9	-4	7	10	4	-2	17
19	Cc1ccc(C)c(N(C)C(=O)c2coc(=O)c3ccccc23)c1	0	18	-3	11	0.7	-8	-2	6	-3	-11	3
20	Cc1ccccc1N1CC(C(=O)N2CCc3ccccc32)CC1=O (stereo unspecified)	-19	0	8	-2	0.1	-4	-7	8	0	-11	12
21	COc1ccccc1C(=O)Nc1ccnn1C1CCN(C(=O)c2ccoc2C)CC1	-22	-52	-22	-25	-0.5	2	x	-16	4	-22	19
22	OCC[C@H]1C[C@H](O)[C@@H](O)[C@]2(CCCCO2)O1	2	8	3	-18	-1.9	-13	-2	-4	2	-20	29
23	Cc1ccc(OCC(=O)Nc2nc(-c3ccccn3)cs2)c(C)c1	-30	-62	4	3	0.2	-25	4	-33	2	17	15
24	CC1CCN(c2oc(-c3ccc(F)cc3)nc2C#N)CC1	-176	-232	-9	-18	-1.0	5	-8	-43	4	-26	7
25	Cc1cccc(N2CCN(C(=O)COc3cc4oc(=O)cc(C)c4cc3Cl)CC2)c1C	-8	-2	-12	-10	-0.4	-24	0	-4	0	-22	32
26	O=S(=O)(c1cc(F)ccc1F)N1CCC2(CC1)OCCN2S(=O)(=O)c1ccccc1	-2	9	-5	6	0.0	-3	-7	-27	-4	6	-3
27	Nc1[nH]nc2nc3ccccc3cc12	-15	8	13	-19	-0.7	2	2	-1	-7	2	0
28	CC(Sc1nnc(-c2ccco2)n1C)C(=O)NC1CCCC1 (stereo unspecified)	1	5	5	0	0.3	-1	0	-15	0	1	6
29	CCOC(=O)CC(=O)CSc1nnc(Cn2c(=O)sc3ccccc32)n1C	-11	2	4	8	0.7	8	-15	-9	-4	-8	16
30	O=C1C2C3c4ccccc4C(c4ccccc43)C2C(=O)N1c1cccc2cccnc12 (stereo unspecified)	11	27	-1	9	0.9	2	-7	-7	-2	4	-3
31	COC(=O)c1nn(-c2ccc(C)cc2)c2nnc(Cc3ccccc3)c(=O)n12	10	3	1	-16	-1.1	16	-3	-17	-2	-2	5
32	CC(C)CCOc1ccc(C2CC(=O)N(C)C2=O)cc1 (stereo unspecified)	-43	-80	x	-11	-1.0	-3	-5	-2	-2	-1	-1
33	O=C(O)CNc1nc(-c2ccccc2)c2cc([N+](=O)[O-])ccc2n1	4	25	-2	13	2.3	-5	4	-17	0	-13	-2
34	CN1CCN(C(=O)c2ccc3c(c2)NC(=O)C(N2CCOCC2)S3)CC1 (stereo unspecified)	10	4	-7	-9	3.1	3	5	-11	0	-12	18
35	CCCOc1ccc(C2/C(=C(\O)c3c(C)[nH]c(C(=O)OC)c3C)C(=O)C(=O)N2CCN(C)C)cc1 (stereo unspecified)	0	4	1	3	-1.2	-6	4	1	2	-1	-5
36	NC(=O)c1nnn(-c2cccc(C(F)(F)F)c2)c1-c1ccccc1	15	17	-3	-33	-0.7	6	0	5	3	-3	7
37	OC(CSc1ccccc1)CN1CCN(c2cccc(Cl)c2)CC1 (stereo unspecified)	15	-8	0	1	-3.1	-8	0	6	x	4	13
38	CCC1(c2ccc(Cl)cc2)NC(=O)N(Cc2ccc(C(=O)OC)cc2)C1=O (stereo unspecified)	20	21	18	27	-0.5	2	4	-25	1	9	13
39	COc1ccc(OCC(=O)Nc2cc(OC)cc(OC)c2)cc1	-5	9	4	-4	14	-3	13	-8	2	-10	0
40	Cc1ccc(-c2nn(-c3cccc(F)c3)cc2CN(Cc2nccn2C)C(C)C)o1	-50	-26	-26	-19	-1.1	6	-5	-18	2	5	-4
41	CC1(C)CC(=O)C=C(NC2CCCC(O)C2)C1 (stereo unspecified)	-3	-3	-9	0	-0.3	-5	5	30	0	-8	-17
42	Cc1cc(C)c2c(n1)sc1c(-c3ccccc3)c(C#N)c(N)nc12	36	8	6	-16	0.1	-29	6	-3	1	6	28
43	CCCCOc1ccc(/C(O)=C2/C(=O)C(=O)N(Cc3cccnc3)C2c2ccncc2)c(C)c1 (stereo unspecified)	17	16	-3	0	0.3	5	7	0	14	-6	-9
44	CCN1C(=O)c2ccccc2S(=O)c2ccc(C(=O)NCCCN3CCCC3=O)cc21 (stereo unspecified)	3	3	0	-10	0.2	14	-5	-8	-2	13	-9
45	CSc1nc(C)nc(N/C=C(\C#N)S(=O)(=O)c2ccccc2Cl)n1	14	23	-6	8	-0.4	0	0	10	2	10	9
46	Cc1ccc(-n2nnnc2SCC(=O)Nc2sccc2C#N)cc1	-18	-35	2	-12	1.0	15	6	3	3	-1	-18
47	Cc1cccc(NC(=O)Nc2nnc(N3CCCCC3C)s2)c1C (stereo unspecified)	-24	-51	x	-5	-2.1	14	1	-17	1	-8	17
48	CCOC(=O)C1=C[C@@H](C2CCCC2)N(S(=O)(=O)c2ccc([N+](=O)[O-])cc2)[C@H]1c1ccccc1	7	-6	x	22	0.3	2	x	45	x	38	11
49	O=C(C[n+]1ccccc1)Nc1c(Cl)cc(Cl)cc1Cl	0	4	2	-2	1.7	10	-5	-1	0	-10	-33
50	COc1ccc(S(=O)(=O)Nc2cc(C(=O)NCCCOC(C)C)ccc2N2CCOCC2)cc1	15	14	5	-1	-0.4	-25	-4	-22	10	-6	5
51	COc1cccc(NC(=O)CSc2nc3ccccc3nc2N2CCCC2)c1	-32	-155	-3	7	1.1	11	5	-35	-1	18	-8
52	CCOc1cc(NC(=S)NCCCN2CCOCC2)c(OCC)cc1NC(=O)C(C)C	-9	8	2	4	1.7	5	-22	-11	1	3	0
53	Cc1ccc(CNC(=O)CCC2CCCN(Cc3cccc4ncccc34)C2)o1 (stereo unspecified)	19	7	-17	-8	-2.0	-6	9	15	-2	-1	17

2 compounds from above, limited to Shn3 3UTR inh, Peg3 promoter and EBV LMP1 NFkB:
No. | canonical_smiles | Shn3 3UTR inh | Peg3 promoter | EBV LMP1 NFkB
23 | Cc1ccc(OCC(=O)Nc2nc(-c3ccccn3)cs2)c(C)c1 | 3 | -30 | 4
41 | CC1(C)CC(=O)C=C(NC2CCCC(O)C2)C1 (stereo unspecified) | 0 | -3 | 5

Copied from the list:
In CF NFkB inh, Cc1cccc(NC(=O)Nc2nnc(N3CCCCC3C)s2)c1C (stereo unspecified) shows 17
In NR2E3 ag-1, Cc1ccc(OCC(=O)Nc2nc(-c3ccccn3)cs2)c(C)c1 shows -33

From PubChem

An excerpt; the hit share may differ from the screen's.
